HKDC1 inh: inhibitors of human hexokinase HKDC1. Q2TB90. recombinant HKDC1, G6PDH/diaphorase resazurin coupled fluorescence. inhibition, % at 20 µM. 0.16% of 340,000 active;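 active = inhibition above about 35% when tested at 20 µM, limit read from the data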;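 also: plate controls were DMSO wells with enzyme for no effect and DMSO wells lacking enzyme for full effect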
Target sequence (Q2TB90 whole entry, looked up): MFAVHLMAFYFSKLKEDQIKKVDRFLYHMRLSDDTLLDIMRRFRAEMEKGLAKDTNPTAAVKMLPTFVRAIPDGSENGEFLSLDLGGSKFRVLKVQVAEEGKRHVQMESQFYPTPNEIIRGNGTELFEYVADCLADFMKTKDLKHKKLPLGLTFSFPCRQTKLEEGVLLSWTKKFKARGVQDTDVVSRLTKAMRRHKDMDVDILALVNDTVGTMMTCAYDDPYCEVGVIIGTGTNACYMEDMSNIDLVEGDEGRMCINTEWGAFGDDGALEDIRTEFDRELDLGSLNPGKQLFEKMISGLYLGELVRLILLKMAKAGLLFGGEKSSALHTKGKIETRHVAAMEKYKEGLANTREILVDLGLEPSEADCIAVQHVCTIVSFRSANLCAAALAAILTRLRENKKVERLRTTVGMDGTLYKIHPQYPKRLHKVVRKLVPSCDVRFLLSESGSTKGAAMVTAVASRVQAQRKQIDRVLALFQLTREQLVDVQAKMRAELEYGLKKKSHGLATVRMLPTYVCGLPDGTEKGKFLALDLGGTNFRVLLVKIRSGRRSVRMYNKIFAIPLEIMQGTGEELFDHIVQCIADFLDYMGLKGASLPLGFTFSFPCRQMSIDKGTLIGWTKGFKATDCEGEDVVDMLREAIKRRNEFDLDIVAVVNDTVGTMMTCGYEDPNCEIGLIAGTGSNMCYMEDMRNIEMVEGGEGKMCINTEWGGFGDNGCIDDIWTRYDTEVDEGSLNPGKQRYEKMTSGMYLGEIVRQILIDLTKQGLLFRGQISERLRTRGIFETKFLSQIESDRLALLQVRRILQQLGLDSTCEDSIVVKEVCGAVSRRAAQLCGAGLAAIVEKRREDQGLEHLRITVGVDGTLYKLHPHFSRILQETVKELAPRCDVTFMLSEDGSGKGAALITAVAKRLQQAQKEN
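test system = in-house recombinant HK5 (HKDC1) enzyme | amount = HKDC1 at 5 µg/mL | control set = DMSO-enzyme wells negative, buffer-substituted wells positive | compound = one dose of 20 µM, 1% DMSO | schedule = reaction time 90 min, room temperature, protected from light | technique = resorufin fluorescence at 613 nm | reagent = glucose with 1 mM ATP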
SENP8 block-1: SENP8 protease inhibition | AID 2540 | Q96LD8 | purified SENP8, Z-RLRGG-aminoluciferin cleavage, luminescence | 1.2% of 330,000 active | inhibition, % at 10 µM; in the data active = inhibition above about 50%
Target sequence (Q96LD8 whole entry, looked up): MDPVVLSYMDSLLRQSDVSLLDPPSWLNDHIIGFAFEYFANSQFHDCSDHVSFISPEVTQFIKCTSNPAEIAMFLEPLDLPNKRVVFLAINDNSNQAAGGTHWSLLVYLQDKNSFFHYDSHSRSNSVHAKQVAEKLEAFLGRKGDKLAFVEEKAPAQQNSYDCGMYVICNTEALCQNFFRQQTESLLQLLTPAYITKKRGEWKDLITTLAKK
Apaf-1 inh: inhibitors of human Apaf-1 apoptosome; O14727; reconstituted apoptosome caspase-3 activity, DEVD-Rh110 fluorescence; inhibition, % at 20 µM; 0.71% of 330,000 active; AID 489030; active = inhibition of at least 40% at 20 µM;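 also: plate controls were DMSO wells for no effect and DEVD-CHO caspase inhibitor wells for full effect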
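Material: reconstituted apoptosome with Apaf-1, cytochrome c, caspase-9, procaspase-3, dATP. Technique: Rh110 fluorescence intensity. Buffer or medium: pH 7.5 Hepes buffer with CHAPS, BSA, DTT. Times: 30 min plus 50 min, RT.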
SENP1 inh: blocks the human SENP1 SUMO protease catalytic domain | inhibition, % at 10 µM | Q9P0U3 | AID 624204 | recombinant SENP1 catalytic domain, CyPet-SUMO1-YPet FRET cleavage | 0.21% of 360,000 active;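 active = inhibition at least 30% at 10 µM, raw YFP signal under a set limit, fluorescence ratio 0.5 to 1.5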;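 also: 0% = enzyme with DMSO and 100% = no enzyme wells; some results filed as inactive read as strong as hits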
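Assay system – human recombinant His6-tagged SENP1 catalytic domain enzyme · Input – SENP1 enzyme, 20 pM final · Buffer or medium – Tris pH 8 buffer plus EDTA, NaCl, BME, BSA, NP40, catalase · Schedule – 50 min reaction at room temperature · Technique – FRET read of cyan and yellow fluorescence · Control set – no-enzyme wells low, DMSO-plus-enzyme wells high control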
PfGluPho inh: PfG6PD (Plasmodium falciparum) enzyme inhibition. PfGluPho enzyme, NADPH resazurin-diaphorase fluorescence. inhibition, % at 20 µM. 0.78% of 350,000 active. AID 504690;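 active = inhibition reaching at least a set limit at 20 µM in the primary screen, cut at about 59% in these data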;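 also: 0% = DMSO wells with substrate and 100% = DMSO wells lacking glucose-6-phosphate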
SENP8 block-2: SENP8 (human) protease inhibition | inhibition, % at 20 µM | Q96LD8 | recombinant SENP8, Nedd8 substrate fluorescence | AID 602440 | 0.64% of 360,000 active; in the data active = inhibition mostly above about 40%, no sharp cut-off; inactive = mostly below about 27%
SENP6 inh: blocks the human protease SENP6 | Recombinant SENP6 catalytic domain, aminoluciferin luminescence | 1.8% of 330,000 active | inhibition, % at 10 µM;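 active = inhibition above about 50% at the single tested dose, limit read from the data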;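 also: plate controls were DMSO wells with enzyme for no effect and DMSO wells lacking enzyme for full effect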
SENP7 block: inhibitors of human SENP7 protease; inhibition, % at 5 µM; 1.5% of 330,000 active; Q9BQF6; recombinant SENP7, Z-RLRGG-aminoluciferin luminescence, 40 min; AID 434973;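 active = inhibition above about 50% at the single test dose, limit read from the data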;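 also: plate controls were DMSO with enzyme for no effect and no enzyme buffer wells for full effect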
Active calls of the source: *; i = inactive; . = no result given.

SMILES	HKDC1 inh	SENP8 block-1	Apaf-1 inh	SENP1 inh	PfGluPho inh	SENP8 block-2	SENP6 inh	SENP7 block
COc1ccccc1C(=O)NCC(=O)OCC(=O)c1cccc2ccccc12	3	-7	13	0	-3	-4	-8	14
O=C(Nc1ccccc1N1CCOCC1)c1ccc(Cl)c(S(=O)(=O)N2CCCC2)c1	0	-5	6	1	9	8	-3	0
COc1ccc(-n2c(SCC(=O)Nc3nc(C)cs3)nnc2-c2ccoc2C)cc1	1	-2	12	-1	-2	30	-7	7
O=C(COC(=O)c1cccc(S(=O)(=O)N2CCOCC2)c1)Nc1ncc(C(F)(F)F)cc1Cl	-2	2	-6	-2	-15	-12	-19	1
O=C(c1noc2c1CCc1ccccc1-2)N1CCCc2ccccc21	4	-10	-1	1	-25	11	-3	-2
N/C(=N\OC(=O)c1ccc(F)cc1)c1cccc([N+](=O)[O-])c1	-3	-18	4	3	15	12	19	21
Cc1ccc(OCC(=O)NCCS(=O)(=O)N2CCN(c3ccccc3)CC2)cc1	-8	11	8	1	-13	7	-6	-5
Cc1cc(C(=O)CSc2nnc(N)s2)c(C)n1Cc1ccco1	1	8	-7	-1	-21	18	4	-1
CC(=O)Oc1ccccc1C(=O)OCCN=C1NS(=O)(=O)c2ccccc21	-3	1	8	-1	7	2	0	0
COc1ccc(NC(=O)CSc2nnnn2-c2ccc(F)cc2)cc1	-1	4	-2	2	-2	11	-29	0
COCCCn1c(=O)c2sccc2n2c(CCCC(=O)NCC3CCCO3)nnc12 (stereo not drawn)	-6	-4	-14	0	-1	-5	-15	2
COc1ccc(NC(=O)c2cc3ccccc3o2)cn1	7	-6	8	1	35	26	24	9
COc1ccccc1-n1c(SCC(=O)Nc2ccc(C)cc2)nc(O)cc1=O	0	7	9	-1	-16	18	-6	-2
COC(=O)c1cccc(N(C(=O)c2cnccn2)C(C(=O)NCc2ccccc2)c2ccco2)c1 (stereo not drawn)	-5	3	-18	2	-18	3	-16	-4
CC(C)=CCC/C(C)=C/C(=O)O	-9	1	-6	1	-2	31	-14	15

Quoted at random: six compounds from above, in no set order.
SMILES	HKDC1 inh	SENP8 block-1	Apaf-1 inh	SENP1 inh	PfGluPho inh	SENP8 block-2	SENP6 inh	SENP7 block
CC(C)=CCC/C(C)=C/C(=O)O	-9	1	-6	1	-2	31	-14	15
COCCCn1c(=O)c2sccc2n2c(CCCC(=O)NCC3CCCO3)nnc12 (stereo not drawn)	-6	-4	-14	0	-1	-5	-15	2
COc1ccc(NC(=O)c2cc3ccccc3o2)cn1	7	-6	8	1	35	26	24	9
Cc1cc(C(=O)CSc2nnc(N)s2)c(C)n1Cc1ccco1	1	8	-7	-1	-21	18	4	-1
N/C(=N\OC(=O)c1ccc(F)cc1)c1cccc([N+](=O)[O-])c1	-3	-18	4	3	15	12	19	21
O=C(Nc1ccccc1N1CCOCC1)c1ccc(Cl)c(S(=O)(=O)N2CCCC2)c1	0	-5	6	1	9	8	-3	0

Further results follow.
SMILES	HKDC1 inh	SENP8 block-1	Apaf-1 inh	SENP1 inh	PfGluPho inh	SENP8 block-2	SENP6 inh	SENP7 block
O=C(O)c1cccc(NS(=O)(=O)c2cccc3cccnc23)c1	-4	-5	-1	2	-3	-3	10	-3
CCC(=O)c1ccc(OC(=O)/C=C/c2cc(OC)c(OC)c(OC)c2)cc1	-6	4	3	4	25	-311	-2	5
CS(=O)(=O)c1ccc(C(=O)NCC(c2ccco2)N2CCCCC2)cc1 (stereo not drawn)	2	-2	-5	-1	5	0	-5	1
O=C(CSc1ccc(-c2ccc(Br)cc2)nn1)NC1CCCC1	-7	-9	7	0	-17	4	-4	-12
COc1ccc(-n2c(SCC(=O)OC(C)C)nnc2-c2ccccn2)cc1	3	4	-6	1	-5	12	20	-3
Cc1cc(Cl)ccc1OCC(=O)NCCCCc1ccccc1	1	-4	11	1	5	1	4	-5
COc1cc(NC(=O)C(C)C)ccc1NC(=O)c1ccco1	-5	-5	1	1	-6	2	-10	-24
COc1ccc(/C=N/N=C2\SC(CC(=O)O)C(=O)N2c2ccccc2)c(OC)c1 (stereo not drawn)	-9	3	0	-1	-22	10	-2	3
Cc1ccc(-c2nc(C)sc2CC(=O)Nc2cccc(C)c2C)cc1	-7	1	0	2	6	17	-2	1
O=C(CSc1nnc(NC(=O)c2ccccc2F)s1)NCc1ccc(F)cc1	3	2	-1	2	10	-15	7	-5
CC1CCCN(C(=O)COC(=O)c2cc([N+](=O)[O-])ccc2N2CCOCC2)C1 (stereo not drawn)	41*	-4	3	1	12	20	-10	0
c1ccc(-c2nnc3n2-c2ccccc2SC3)cc1	0	-4	-5	9	-2	6	-4	9
COc1ccc(-n2c(N)c(C(=O)NCC3CCCO3)sc2=S)cc1 (stereo not drawn)	-7	1	7	-1	18	10	0	-3
COc1cc(/C=N/NC(=O)CN2CCCCC2)ccc1OCc1ccc(Br)cc1	-4	-3	10	3	-1	7	-4	3
COc1ccc(C(=O)NCc2nnc(SCC(=O)Nc3nnc(C)s3)o2)cc1	-7	-2	2	9	-20	6	-2	-2
Cc1ccccc1OCC(=O)OCC(=O)c1cc(C)n(C2CC2)c1C	0	18	5	0	12	10	8	1
Cc1ccc(NC(=O)Cn2nnc3ccccc32)c(C)c1	9	-4	-3	0	-8	5	-24	-7
COc1cc(/C=C/c2nc3ccccc3c(=O)[nH]2)cc(Br)c1O	3	20	11	-26	22	-310	47	50
Cn1c(C(=O)c2ccccc2)nc2ccccc21	-5	-15	-2	2	-12	10	-34	-6
CC1CC(C)CN(c2ccc(S(=O)(=O)N3CCOCC3)cc2)C1 (stereo not drawn)	-2	-2	2	0	-4	-1	-19	1
O=S(=O)(c1ccc(F)cc1)N1CCN(S(=O)(=O)c2cc(F)ccc2F)CC1	-5	2	-16	2	10	0	-5	-3
Cc1ccc(-c2cc(C(=O)N/N=C/c3ccco3)[nH]n2)cc1	-7	-6	19	-1	6	10	-28	6
CCCN[C@@H]1C(=O)N2C(C(=O)OCCC)=C(C)CS[C@H]12	-2	-14	4	-3	13	8	-21	-6
COc1ccccc1C(=O)NCCC(=O)N(C)CC(=O)Nc1ccc(C)cc1	-4	2	7	1	-6	7	8	-2
O=C(NCc1ccccc1CN1CCCC1)C1CCN(S(=O)(=O)c2ccc(F)c(F)c2)CC1	0	-1	10	0	-13	24	14	3
CC(=O)N(C(C)=O)c1nc(-c2ccccc2)cn1/N=C/c1ccccc1	-1	-3	8	3	1	-37	0	-1
COc1cccc(NC(=O)c2cccs2)c1	-11	7	0	3	2	18	43	32
CC1CC(Nc2ccccc2)c2ccccc2N1C(=O)c1ccccc1F (stereo not drawn)	-4	-6	12	1	-9	5	-29	-3
CCOC(=O)Cn1cc(C(=O)OC)c2ccccc21	3	-2	0	-2	-16	11	-9	-2
CC(Sc1ccc(S(=O)(=O)N2CCOCC2)cn1)c1ccccc1Cl (stereo not drawn)	8	-13	17	0	48	2	21	4
Cn1/c(=N/N=C/c2ccc(Cl)c([N+](=O)[O-])c2)sc2ccccc21	-8	-1	7	22	-12	31	-6	1
O=C(CSc1n[nH]c(=O)n1C1CC1)c1ccc2c(c1)OCCO2	0	-12	7	0	9	12	10	9
Cc1ccc(S(=O)(=O)NNC(=O)Nc2ccc(C)c(C)c2)c(C)c1	-3	0	18	0	-2	3	-11	-5
CC1CC(=O)c2cnc(NCC3CCCO3)nc2C1 (stereo not drawn)	1	1	12	4	-16	3	-20	6
COc1ccc(C2C(C(=O)c3ccco3)=C(O)C(=O)N2CC2CCCO2)c(OC)c1 (stereo not drawn)	3	-12	14	3	21	16	-11	3
C=CCOc1cccc(C2C(C(=O)c3ccc(C)o3)=C(O)C(=O)N2CCCn2ccnc2)c1 (stereo not drawn)	-3	0	-8	1	-8	-15	-22	1
O=C(Nc1ccc(Oc2ccc3c(c2)C(=O)N(c2ccc(O)cc2)C3=O)cc1)c1cccs1	-1	1	-9	3	-12	23	12	4
CC(C)N(Cc1nccn1C)C(=O)CC1C(=O)NCCN1Cc1ccc(F)cc1 (stereo not drawn)	-2	3	1	-5	-11	-3	-4	-1
CCOC(=O)c1sc(NC(=O)CSc2nccn2C)nc1C	-5	5	-3	0	3	-2	-12	-14
Cc1c(C(=O)N(C)Cc2nc3ccccc3c(=O)[nH]2)oc2ccccc12	-7	1	0	0	6	0	0	1
CCCCOc1ccc(C(=O)NCC(=O)N(C)Cc2nc3ccccc3c(=O)[nH]2)cc1	2	-3	-8	2	3	18	-2	10
O=C(Nc1ccc2c(c1)nc1n2CCOC1)c1ccco1	-11	-5	0	-1	0	15	-3	-3
Cc1ccc(CN2CCN(/N=C/c3ccco3)CC2)c(C)c1	-1	2	10	-2	13	25	-12	-3
O=C(O)CCn1c(SCc2cccc3ccccc23)nc2ccccc21	0	0	15	2	19	22	-4	0
Cc1ccc(S(=O)(=O)N2C[C@@H]3[C@H]4CC[C@H](C4)[C@@H]3[C@@H](C)[C@@H]2c2ccco2)cc1	0	.	29	-2	-7	19	.	-8
Cc1cccc(N2CCN(C(=O)Cn3nc(C)n4cccc4c3=O)CC2C)c1 (stereo not drawn)	-6	-6	-5	-1	8	7	0	15
CCN(CC)/C(=N\S(=O)(=O)c1ccc(F)cc1)c1ccccc1	-8	4	-3	1	1	14	4	3
CC1CCc2c(C(=O)Nc3ccc(OC(F)(F)F)cc3)csc2C1 (stereo not drawn)	-2	-8	5	2	5	6	-7	-7
Cc1cc(C)cc(NC(=O)CN2CCc3ccccc3C2)c1	-2	-1	5	-2	10	17	1	7
O=C(/C=C/c1c(Cl)cccc1Cl)N1CCN(c2ncccn2)CC1	-8	-2	20	1	4	14	-13	0
COc1ccc(-c2cc(C(=O)N3CCCCC3)c3ccccc3n2)cc1	0	-9	16	2	7	i	-8	6
COc1ccc(NC(=O)Cc2cccc3ccccc23)cc1	-3	-4	-2	0	4	3	-6	-7
CCCCCCn1c(N2CCCC2)nc2c1c(=O)[nH]c(=O)n2C	2	3	10	0	-9	4	11	-4
O=C(NCCc1ccccc1Cl)c1cc(COc2ccc(F)cc2F)on1	0	1	16	0	8	-2	3	-6
COc1ccc(OC)c2c(C)cc(N3CCCCCC3)nc12	20	11	0	-8	-22	-177	48	20
CCOC(=O)CN=C(NS(=O)(=O)c1ccc(Cl)cc1)c1ccccc1	-10	-2	-2	2	-6	16	-10	-4
CN(Cc1ccccc1F)c1nc(-c2cccnc2)nc2ccccc12	8	7	24	-1	-3	-23	-9	1
O=C(COC(=O)Cn1nc(-c2ccccc2)oc1=O)Nc1ccc(F)cc1	2	-4	-8	0	-4	19	3	5
Cc1cc(C)cc(N(CC(=O)NCCSCc2ccco2)S(C)(=O)=O)c1	-3	0	19	2	-10	0	3	5
O=C(COC(=O)CNS(=O)(=O)c1ccc(Br)cc1Cl)NC1CCCC1	-7	-3	7	0	-11	21	-2	-6
(list continues)
SMILES	HKDC1 inh	SENP8 block-1	Apaf-1 inh	SENP1 inh	PfGluPho inh	SENP8 block-2	SENP6 inh	SENP7 block
Cc1ccc(N2C(N)=NC(N)=NC2(C)C)c(C)c1	-5	1	-3	2	8	32	3	-6
Fc1ccc(-c2nnsc2Sc2ccccn2)cc1	-7	-4	-22	1	5	3	-22	-4
O=C(Nc1cccc([N+](=O)[O-])c1)Nc1cnccn1	-2	2	5	1	20	-10	1	-3
CC1=C(C)CC(C(=O)Nc2ccc(C(N)=O)cc2)C(C(=O)O)C1 (stereo not drawn)	-2	3	-1	4	3	26	-4	-1

Screening data: PubChem, Sanford-Burnham Center for Chemical Genomics
